TrxR1 inh: inhibitors of rat thioredoxin reductase 1; hit rate 1% among 390,000; recombinant rTrxR1, NADPH fluorescence consumption, selenite substrate; O89049; Potency, µM (highest dose often 114 µM), without a hit: at the highest dose activity change, negative = inhibition, hits mostly inhibitors; AID 588453; also: % is scaled to controls: 0 for no effect and ±100 for the full control effect; nearly all actives have a fitted effect of over 65% in size
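Rat TrxR1 (90 nM in the dispensed reagent) was pre-reduced with 400 uM NADPH for 5 min at room temperature, then incubated with compound for 15 min. After 400 uM selenite was added, NADPH fluorescence (Ex 340/Em 450 nm) was followed for 8 min.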
GLS inhibitor: glutaminase GLS (human) inhibition. hit rate 0.21% among 410,000. Potency, µM (titrated, usually from 45.5 µM), for inactives: top-dose activity change, negative = inhibition, hits mostly inhibitors. GLS enzymatic activity, qHTS titration. O94925; also: % is scaled to controls: 0 for no effect and ±100 for the full control effect
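Glutamate formation by hKGA was monitored fluorometrically using coupled glutamate oxidase, HRP and Amplex Red. Substrate was added as 1 mM L-glutamine solution; incubation was 30 min at RT after an initial read.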
HP1b binding inh: blocks HP1-beta chromodomain binding to methylated histone tails; P83916; AlphaScreen HP1-beta / biotin-H3K9me3 peptide binding; Potency, µM (series often up to 114 µM), for the others: at the top dose activity change, negative = inhibition, most hits filed as inhibitors; hit rate 0.56% among 390,000; also: nearly all actives have a fitted effect of over 70% in size; inactives centre near 23
Target sequence (P83916 whole entry, looked up): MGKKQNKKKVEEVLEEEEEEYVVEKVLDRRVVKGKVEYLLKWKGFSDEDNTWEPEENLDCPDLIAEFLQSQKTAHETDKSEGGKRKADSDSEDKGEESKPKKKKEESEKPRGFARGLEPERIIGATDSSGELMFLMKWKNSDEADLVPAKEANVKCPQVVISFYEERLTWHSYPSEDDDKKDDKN
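HP1-beta protein (50 nM final) preincubated 30 min at room temperature with biotinylated H3(1-18)K9me3 peptide (50 nM) in PBS pH 7.4, 0.01% Tween-20, then compound added for 30 min. AlphaScreen streptavidin donor/nickel chelate acceptor beads (10 ug/mL final), 30 min dark, luminescence read.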
12-LOX inh: inhibitors of human 12S-lipoxygenase ALOX12. P18054. purified 12hLO, xylenol orange hydroperoxide absorbance. Potency, µM (titrated, usually from 108 µM), for the others: at the highest dose activity change, negative = inhibition, usual class: inhibitors. hit rate 1.1% among 580,000. AID 1671190; also: % is scaled to controls: 0 for no effect and ±100 for the full control effect
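Purified human 12hLO (150 nM final) in 25 mM Hepes, 0.01% Triton X-100, pH 7.0 was preincubated 15 min at room temperature with compound. Then 40 uM arachidonic acid was added, 30 min. Hydroperoxide was read by Fe-XO absorbance ratio 573/405 nm.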
PGK inhibitor: T. brucei PGK inhibition; P07378; PGK/GAPDH coupled, Kinase-Glo luminescence, 60 min; Potency, µM (doses to about 57.5 µM), for the others: at the highest dose activity change, negative = inhibition, actives largely listed as inhibitors; hit rate 0.043% among 380,000; also: % is scaled to controls: 0 for no effect and ±100 for the full control effect; nearly all actives have a fitted effect of over 60% in size
Target sequence (P07378 whole entry, looked up): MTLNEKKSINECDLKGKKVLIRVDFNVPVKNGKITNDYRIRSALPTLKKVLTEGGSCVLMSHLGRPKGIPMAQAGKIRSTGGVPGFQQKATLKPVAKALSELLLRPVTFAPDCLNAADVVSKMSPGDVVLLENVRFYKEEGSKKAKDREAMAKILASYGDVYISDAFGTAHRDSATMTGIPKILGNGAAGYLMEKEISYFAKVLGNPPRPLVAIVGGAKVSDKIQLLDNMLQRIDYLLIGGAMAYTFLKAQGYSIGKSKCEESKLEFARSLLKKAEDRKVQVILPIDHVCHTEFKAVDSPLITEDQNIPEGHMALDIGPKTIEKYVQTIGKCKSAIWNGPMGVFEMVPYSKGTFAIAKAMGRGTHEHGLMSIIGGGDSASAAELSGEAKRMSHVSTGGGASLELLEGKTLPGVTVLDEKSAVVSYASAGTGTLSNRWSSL
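Luminescent ATP detection (Kinase-Glo Plus) follows a 60-minute room-temperature incubation, with wells lacking PGK as controls. Buffer: 100 mM TEA (pH 7.6), 5 mM MgCl2, 0.01% Tween-20. Coupling enzyme GAPDH (100 nM final) supplies unstable 1,3-BPG in-well.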
JMJD2A Tudor inh: inhibitors of human JMJD2A Tudor domain | Potency, µM (titrated, usually from 114 µM), without a hit: top-dose activity change, negative = inhibition, most hits filed as inhibitors | AlphaScreen JMJD2A-Tudor / H3K4me3 peptide binding | hit rate 4.4% among 390,000 | O75164 | AID 504339; also: % is scaled to controls: 0 for no effect and ±100 for the full control effect; nearly all actives have a fitted effect of over 50% in size
Pin1 inh: human Pin1 inhibition; Q13526; Pin1 FP peptide displacement, HiFluor488, 10 min; Potency, µM (doses to about 115 µM), for the others: top-dose activity, negative = inhibition, hits mostly inhibitors; hit rate 0.009% among 390,000; AID 504891; active = well fitted inhibition curve with a large enough effect in the polarisation, with a control signal flat, not every such curve was filed as active; inconclusive = small, poorly fitted or top-dose-only effect, or effect the other way, or a change in a side signal; inactive = no such curve, though single readings can be large or run the other way; the % refers to the polarisation; also: % is scaled to controls: 0 for no effect and ±100 for the full control effect
ERG Ets-DNA blk: inhibitors of human ERG Ets domain-DNA interaction. fluorescence polarization, His-ERG Ets domain / labelled DNA. Potency, µM (top dose mostly 76.9 µM), inactives show at the highest dose FP activity, negative = inhibition, actives largely listed as inhibitors. AID 624246. hit rate 0.028% among 370,000; active = well fitted inhibition curve with a large enough effect in the polarisation, with a control signal flat; inconclusive = small, poorly fitted or top-dose-only effect, or effect the other way, or a change in a side signal; inactive = no such curve, though single readings can be large or run the other way; the % refers to the polarisation;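 also: polarization taken with two DNA probes labelled with fluorescein and Texas red; % of control where 0% means no effect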
Target sequence (P11308 whole entry, looked up, the tested form may be a part): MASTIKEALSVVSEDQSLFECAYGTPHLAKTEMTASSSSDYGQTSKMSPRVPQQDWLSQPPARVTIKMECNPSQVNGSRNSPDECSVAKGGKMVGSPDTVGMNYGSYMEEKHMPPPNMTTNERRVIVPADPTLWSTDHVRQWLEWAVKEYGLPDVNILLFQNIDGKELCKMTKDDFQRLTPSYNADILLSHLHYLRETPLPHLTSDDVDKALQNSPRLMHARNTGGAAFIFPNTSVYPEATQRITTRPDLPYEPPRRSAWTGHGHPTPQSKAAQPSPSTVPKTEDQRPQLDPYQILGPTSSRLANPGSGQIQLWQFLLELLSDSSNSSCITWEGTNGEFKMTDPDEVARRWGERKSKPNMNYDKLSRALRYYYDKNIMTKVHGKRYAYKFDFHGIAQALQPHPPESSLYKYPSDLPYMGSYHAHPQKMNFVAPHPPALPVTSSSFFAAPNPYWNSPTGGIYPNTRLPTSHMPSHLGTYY
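His-tagged ERG Ets domain (1 uM in the protein solution; 300mM KCl, 50mM Tris-HCl, 1mM EDTA, 1mM DTT, pH 7.5) received compound, then a probe mix of 5 nM fluorescein-DNA and 100nM Texas-615-DNA. Fluorescence polarization was read for both dyes.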
RGS4 inhibitor: human RGS4 inhibition; P49798; Potency, µM (top dose mostly 114 µM), for inactives: at the highest dose activity change, negative = inhibition, actives largely listed as inhibitors; Transcreener GDP fluorescence polarization, RGS4-accelerated GTP hydrolysis; hit rate 0.039% among 390,000; also: % is scaled to controls: 0 for no effect and ±100 for the full control effect; nearly all actives have a fitted effect of over 75% in size; some results filed as inactive show a strong effect at the top dose
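MLSMR compounds (23 nl, pin-transferred) preincubated 10 min at room temperature with a 500nM (2x) first reagent, then RGS4 at 900nM (2x) plus Transcreener GDP mix added; fluorescence polarization (620/688 nm) read before and after 90 min at 30 °C.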
The depositor's hits bear a star; i = inactive; ? = inconclusive; · = no result given; & = joins results of further samples; [ ] = remark or other dose. Unless noted, calls follow the shape of the dose curve; as a rule, active = well fitted curve in the direction sought with a large enough effect; inconclusive = small, poorly fitted or top-dose-only effect, or another doubt; inactive = no such curve, though single readings can be large; an effect the other way counts as inactive or inconclusive. Potency is read from the fitted curve at half-maximal effect.

| TrxR1 inh | GLS inhibitor | HP1b binding inh | 12-LOX inh | PGK inhibitor | JMJD2A Tudor inh | Pin1 inh | ERG Ets-DNA blk | RGS4 inhibitor | SMILES |
| --- | --- | --- | --- | --- | --- | --- | --- | --- | --- |
| 4%&12% | 1% | 14%&42% | ? | -8% | -24%&-9% | 9%&2% | 7% | 0%&-23% | COc1ccc(C2/C=C\CN(C(=O)OCc3ccccc3)CC(=O)N2Cc2ccc(F)cc2)cc1 (stereo unspecified) |
| 8%[57.1 µM] | -15% | 10% | -24% | -9% | -16% | 7% | 3% | -42% | CC(=O)Nc1cccc(C(=O)/C=C/c2ccc(F)cc2)c1 |
| -3%[57.1 µM] | 7% | 28µM* | ? | 1% | 1.3µM* | -1% | 2% | -19% | OC(COCc1ccco1)CN1CCN(C(c2ccccc2)c2ccccc2)CC1 (stereo unspecified) |
| 2% | -1% | 7% | -12% | -6% | -7% | 0% | 0% | -5% | Cc1cccc(NC(=O)C2CCCN2C(=O)OCC(C)C)c1 (stereo unspecified) |
| 9% | -6% | 45%[activator] | -4% | -8% | -13% | -1% | 8% | -27% | Cc1ccc(Cn2ccc(NC(=O)c3noc4c3CCCC4)n2)cc1 |
| 17% | -12% | 45%[activator] | 9% | -8% | -14% | -3% | -4% | 5% | Cc1ccccc1CCN1CCCC(CN(C)C(=O)c2ccc3ncccc3c2)C1 (stereo unspecified) |
| -3%[57.1 µM] | 6% | 26% | 0% | 9% | -1% | -8% | 49%[activator] | -9% | FC(F)(F)c1ccc(-c2nnc(-c3cccnc3)o2)cc1 |
| 10µM* | 2% | 20µM* | · | -10% | 11µM* | -3% | -5% | ? | COc1cc(CNc2ccc(N3CCCC3)cc2)ccc1OCc1ccccc1F |
| 5% | 6% | 5% | 9% | -7% | -4% | 5% | · | 27% | Cc1cc(C)cc(N(CCC#N)C(=O)COC(=O)c2nc3nc(C)cc(C)n3n2)c1 |
| -3%[57.1 µM] | 2% | -14% | -1% | -2% | -16% | 1% | -5% | -7% | O=C(NCCS(=O)(=O)N1CCN(c2ccccc2)CC1)c1ccccc1F |
| 20% | 15% | 26% | 10% | -3% | -12% | 4% | -9% | -20% | CC(Oc1ccccc1F)C(=O)NNC(=O)c1cccc(S(=O)(=O)N2CCN(C)CC2)c1 (stereo unspecified) |
| 5%&12% | 3%&2% | 33%&43% | -10%&-3% | -3%&-2% | 2%&4% | 3%&1% | 9%&-1% | -7%&-2% | COc1ccc(N(CC(=O)NC(C)c2ccccc2)S(=O)(=O)c2c(C)noc2C)cc1 (stereo unspecified) |
| 8%[57.1 µM] | -5% | 21% | -15% | i | -1% | -3% | 3% | 0% | Cc1c(C(=O)N2CCN(c3ccccc3F)CC2)sc2ncn(CC(=O)N3CCOCC3)c(=O)c12 |
| 1% | 6% | 29% | 8% | -5% | -18% | -4% | 0% | -12% | COC(=O)c1ccc(C)c(NC(=O)CCCN2C(=O)NC(C)(C)C2=O)c1 |
| -6% | 2% | 24% | · | -3% | -3% | 0% | -1% | 15% | COc1ccc(NC(=O)CN(C)CC(=O)N(C)C2(C#N)CCC(C)CC2)cc1 (stereo unspecified) |
| 5%[57.1 µM] | -2% | -8% | 18% | 0% | -14% | -1% | -7% | 12% | NNC(=O)CCCNc1ncc(C(F)(F)F)cc1Cl |
| 9% | -4% | 13% | 6% | i | -10% | -2% | 5% | -1% | CCOC(=O)COc1nc2ccc(Br)cc2c(-c2ccccc2)c1C(C)=O |
| 2% | 1% | 30% | -2% | 5% | -13% | 5% | -3% | 32% | COC(=O)c1cccc(NC(=O)CSCc2ccccc2)c1 |
| 4% | 2% | 34% | 21% | -1% | -6% | 4% | -4% | -19% | COc1ccc(/C=C/C(=O)NC(C)C)cc1Br |
| -1%&-4% | 5% | 38%[activator] | 6% | 1% | -6% | -6% | -4% | 3% | N#CC[C@H](Cc1ccccc1)N1CCN(Cc2ccccc2)CCC1=O |
| 11%[57.1 µM] | 5% | 22% | -2% | i | -5% | -2% | 1% | 15% | COc1ccc(-c2nnc3n2N(C(C)=O)C(c2ccc(Cl)c(Cl)c2)=C(C(C)=O)S3)cc1 |
| ? | -4% | 28% | 2% | 3% | -16% | 1% | -14% | -3% | CC(Nc1ccc2ccccc2c1)C(=O)N/N=C/c1ccncc1 (stereo unspecified) |
| 16%[57.1 µM] | 2% | 24%[57 µM] | -16% | -3% | 2% | 9% | 0% | -4% | CCCCC(=O)Nc1nnc(SCc2cc(=O)n3cc(C)ccc3n2)s1 |
| 21% | -4% | 24% | -4% | -4% | -3% | -4% | 11% | -8% | COc1ccc(CCC(=O)NC2CCC(C)CC2)cc1 (stereo unspecified) |

Some of these compounds in order of number of heavy atoms, ascending.
| TrxR1 inh | GLS inhibitor | HP1b binding inh | 12-LOX inh | PGK inhibitor | JMJD2A Tudor inh | Pin1 inh | ERG Ets-DNA blk | RGS4 inhibitor | SMILES |
| --- | --- | --- | --- | --- | --- | --- | --- | --- | --- |
| 4% | 2% | 34% | 21% | -1% | -6% | 4% | -4% | -19% | COc1ccc(/C=C/C(=O)NC(C)C)cc1Br |
| 5%[57.1 µM] | -2% | -8% | 18% | 0% | -14% | -1% | -7% | 12% | NNC(=O)CCCNc1ncc(C(F)(F)F)cc1Cl |
| 2% | 1% | 30% | -2% | 5% | -13% | 5% | -3% | 32% | COC(=O)c1cccc(NC(=O)CSCc2ccccc2)c1 |
| ? | -4% | 28% | 2% | 3% | -16% | 1% | -14% | -3% | CC(Nc1ccc2ccccc2c1)C(=O)N/N=C/c1ccncc1 (stereo unspecified) |
| 1% | 6% | 29% | 8% | -5% | -18% | -4% | 0% | -12% | COC(=O)c1ccc(C)c(NC(=O)CCCN2C(=O)NC(C)(C)C2=O)c1 |
| 9% | -4% | 13% | 6% | i | -10% | -2% | 5% | -1% | CCOC(=O)COc1nc2ccc(Br)cc2c(-c2ccccc2)c1C(C)=O |
| -6% | 2% | 24% | · | -3% | -3% | 0% | -1% | 15% | COc1ccc(NC(=O)CN(C)CC(=O)N(C)C2(C#N)CCC(C)CC2)cc1 (stereo unspecified) |
| 11%[57.1 µM] | 5% | 22% | -2% | i | -5% | -2% | 1% | 15% | COc1ccc(-c2nnc3n2N(C(C)=O)C(c2ccc(Cl)c(Cl)c2)=C(C(C)=O)S3)cc1 |
| 8%[57.1 µM] | -5% | 21% | -15% | i | -1% | -3% | 3% | 0% | Cc1c(C(=O)N2CCN(c3ccccc3F)CC2)sc2ncn(CC(=O)N3CCOCC3)c(=O)c12 |

Shown with two lines to a compound: entries from further up
The line under a structure holds: TrxR1 inh	GLS inhibitor	HP1b binding inh	12-LOX inh	PGK inhibitor	JMJD2A Tudor inh	Pin1 inh	ERG Ets-DNA blk	RGS4 inhibitor
COc1ccc(C2/C=C\CN(C(=O)OCc3ccccc3)CC(=O)N2Cc2ccc(F)cc2)cc1 (stereo unspecified)
  4%&12%	1%	14%&42%	?	-8%	-24%&-9%	9%&2%	7%	0%&-23%
CC(=O)Nc1cccc(C(=O)/C=C/c2ccc(F)cc2)c1
  8%[57.1 µM]	-15%	10%	-24%	-9%	-16%	7%	3%	-42%

Next results.
| TrxR1 inh | GLS inhibitor | HP1b binding inh | 12-LOX inh | PGK inhibitor | JMJD2A Tudor inh | Pin1 inh | ERG Ets-DNA blk | RGS4 inhibitor | SMILES |
| --- | --- | --- | --- | --- | --- | --- | --- | --- | --- |
| 4%[57.1 µM] | -49% | 28% | · | 4% | -12% | 84%[activator] | 9% | 10% | O=C1C2N=NN(CC(=O)N3N=C(c4cccc5ccccc45)CC3c3ccccc3)C2C(=O)N1c1ccccc1 (stereo unspecified) |
| -8% | 3% | 16% | 7% | 8% | -8% | -18% | 0% | 15% | COc1cc(-c2nnc(SCC(=O)/C(C#N)=C(\C)N)o2)cc(OC)c1OC |
| -13% | -7% | 21% | ? | i | -11% | ? | 6% | -34% | COc1ccc(-c2csc3ncnc(N4CCN(S(=O)(=O)c5cccs5)CC4)c23)cc1 |
| -5% | -6% | 76%[activator] | 1% | i | 25% | -9% | 9% | -23% | Cc1ccc(C(=O)N(Cc2ccccc2)C(C)(C)C)cc1C |
| 17% | -7% | 19% | 0% | -1% | -12% | 2% | -14% | -12% | CC1(C)CC(=O)C(C2(O)C(=O)Nc3ccccc32)CO1 (stereo unspecified) |
| -8% | 8% | 50% | ? | 2% | -8% | ? | 5% | -3% | N#CCSc1nc2sc3c(c2c(=O)n1C1CCCCC1)CCCC3 |
| 20%[57.1 µM] | -4% | 6%[57 µM] | -6% | -2% | -14% | ? | -13% | 8% | O=C(Nc1c[nH]c(=O)[nH]c1=O)OCc1ccccc1 |
| 17% | -1% | 25% | -12% | -7% | -16% | -2% | 0% | 2% | Cc1cc(C)c(NC(=O)CN(C)S(=O)(=O)c2ccc3c(c2)c(=O)n(C)c(=O)n3C)c(C)c1 |
| 18%[57.1 µM] | 2% | 8% | · | 4% | -4% | 4% | 8% | 19% | COCCCNC(=O)c1nc2ccccc2c(=O)n1NC(=O)Nc1c(Cl)cccc1Cl |
| ? | -4% | 12% | 1% | -10% | 14µM* | 78%[activator] | 0% | -8% | Oc1c(C(Nc2ccccn2)c2ccccc2F)ccc2cccnc12 (stereo unspecified) |
| 5%[57.1 µM] | 7% | 36% | 4% | 5% | -2% | 1% | 4% | -10% | O=C(CCc1ccccc1)NNC(=O)c1ccc(Cl)cc1 |

Source: PubChem BioAssay

A portion of the library; rates above refer to the full screens.
